Screening results: PubChem BioAssay, several laboratories
AID2073: inhibitors of Mint1-CaV2.2 protein interaction, biochemical, HTRF (AID 2073). one-dose inhibition, % at 20 µM; IC50 in µM for titrated hits. 290,000 tested, 0.19% active. HTRF protein-protein interaction, Mint1-CaV2.2; higher % means a stronger effect; in the data active = inhibition mostly above about 51%, no sharp cut-off; note: some results filed as inactive read as strong as hits
XIAP displacement: small molecules displacing peptide from XIAP – biochemical, IAP family, fluorescence polarization (AID 1018). XIAP BIR domain, fluorescence polarization peptide displacement; higher % means a stronger effect. one-dose displacement, % at 20 µM; IC50 in µM for titrated hits. 200,000 tested, 0.007% active; in the data active = displacement above about 50%; note: a part of the inactive calls stands beside numbers as strong as those of hits
RSV antiviral HEp-2: inhibition of RSV-induced cytopathic effect – HEp-2 cells, primary 10 µM value included (AID 2391); CPE inhibition, % at 10 µM, or IC50 in µM where a hit was titrated; HEp-2 cells, RSV-induced CPE inhibition; higher % means a stronger effect; 310,000 tested, 0.13% active; in the data active = a potency from the dose series; note: strong numbers were not always called active
MgcRacGAP inhibition: MgcRacGAP GTPase-activating activity inhibitors, confirmation, biochemical, ADP Hunter fluorescence; inhibition, % at 30 µM, or IC50 in µM where a hit was titrated; 340,000 tested, 0.6% active; MgcRacGAP-stimulated Rac1 GTP hydrolysis, ADP Hunter fluorescence; higher % means a stronger effect; GST-tagged Rac1 F28L mutant substrate;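 active = first-screen hits whose inhibition reached a set limit at any dose in the follow-up dose series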;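 note: fluorescence reports GDP produced by GAP-driven GTP hydrolysis; strong numbers were not always called active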
NS5 inhibitors: Dengue-2 NS5 methyltransferase inhibitors, primary screen, biochemical, confirmation dose response (AID 588689); Dengue-2 NS5 methyltransferase capping enzyme assay, biochemical; higher % means a stronger effect; inhibition, % at 25 µM; hits with a dose series show IC50 in µM; 340,000 tested, 0.3% active; in the data active = a potency from the dose series
LYP phosphatase: inhibitors of LYP phosphatase, biochemical, fluorescence intensity, uHTS (AID 1779); recombinant LYP phosphatase, fluorescence intensity; higher % means a stronger effect; inhibition, % at 11.5 µM, or IC50 in µM where a hit was titrated; 290,000 tested, 0.054% active; in the data active = inhibition above about 50%;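 note: plate controls were vehicle with enzyme for no effect and no enzyme for full effect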
SV40 large T antigen: SV40 large T antigen inhibitors, biochemical (AID 1903). SV40 large T antigen ATPase/helicase inhibition assay; higher % means a stronger effect. one-dose inhibition, % at 20 µM; IC50 in µM for titrated hits. 310,000 tested, 0.39% active; in the data active = a potency from the dose series; note: strong numbers were not always called active
HIV fusion peptide: cell-free HIV fusion peptide-binding blockers – biochemical, uHTS, fluorescence dequenching, primary screen (AID 1986); cell-free peptide binding, fluorescence dequenching, 30 min; higher % means a stronger effect; one-dose inhibition, % at 20 µM; IC50 in µM for titrated hits; 290,000 tested, 0.3% active; in the data active = inhibition mostly above about 52%, no sharp cut-off; inactive = mostly below about 76%; note: some results filed as inactive read as strong as hits
SIAH1 antagonists: blockers of Siah-1 interaction with plectin peptide – biochemical, fluorescence polarization, rhodamine-plectin, uHTS, primary screen (AID 1817). one-dose displacement, % at 20 µM; IC50 in µM for titrated hits. Siah-1 / rhodamine-plectin peptide fluorescence polarization; higher % means a stronger effect. 290,000 tested, 0.02% active;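 active = displacement of at least 50% at 20 µM, with a fluorescence ratio check between 0.3 and a set limit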;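 note: plate controls were Siah plus tracer with DMSO for no effect and tracer alone without Siah for full effect; strong numbers were not always called active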
NS5 inhibitors pilot replicate: second read-out of NS5 inhibitors, no call of its own (marks repeat the call); inhibition, %; measured here: pilot screen replicate inhibition
* = called active by the depositor; . = no result given.

SMILES	AID2073	XIAP displacement	RSV antiviral HEp-2	MgcRacGAP inhibition	NS5 inhibitors	LYP phosphatase	SV40 large T antigen	HIV fusion peptide	SIAH1 antagonists	others
CCOC(=O)CNC(=O)CSc1nc(N)cc(N)n1	0.2%	-4.7%	1.3%	2.9%	-8.1%	-6.5%	-5.1%	-1.2%	0.9%
Oc1ccccc1OCc1nc2ccccc2s1	11.3%	-2.9%	0.2%	11.1%	-4.1%	-2.5%	4.4%	-1.3%	-2.7%	NS5 inhibitors pilot replicate=1.2
Cc1ccccc1Cn1nc(C)c(NC(=O)c2noc3c2CCc2ccccc2-3)c1C	-5.5%	-1.7%	5.7%	0.0%	-5.6%	7.3%	3.1%	-1.9%	5.1%
O=C(Nc1c2c(nn1-c1ccc(F)cc1)CS(=O)(=O)C2)C1CCCC1	-1.6%	.	0.8%	7.2%	2.7%	-9.6%	8.2%	0.4%	-0.2%
COc1ccc(-n2nnnc2SCC(=O)NNC(=O)c2ccc([N+](=O)[O-])cc2)cc1	2.3%	-2.4%	3.4%	4.3%	-0.7%	-2.2%	-3.7%	0.5%	4.2%
Cc1ccc(CN(c2ccc(C(=O)N3CCCC3)cc2)S(C)(=O)=O)cc1	-0.7%	-2.9%	2.8%	11.0%	0.0%	-3.9%	8.7%	0.2%	-2.3%
O=C(CCCOc1ccc(Cl)cc1Cl)Nc1ccc(O)cc1C(=O)O	2.5%	.	0.3%	-3.3%	-4.7%	-6.8%	11.6%	13.0%	14.0%
CCOC(=O)c1[nH]cnc1C(=O)Nc1ccc(F)cc1	6.2%	-0.2%	2.2%	0.1%	-1.5%	-10.1%	26.7%	-1.3%	2.0%
COc1ccc(Cc2nc3ccc(C(=O)N(C)CCn4ccnc4)cc3o2)cc1OC	9.7%	.	0.5%	5.5%	0.0%	-4.8%	-1.1%	-2.1%	-6.7%
N#CCSc1nc(-c2ccccc2)c2cc(Cl)ccc2n1	9.0%	2.7%	4.6%	7.3%	-2.2%	1.7%	16.8%	-1.4%	13.8%
COc1cccc(CSc2nnnn2-c2ccc(O)cc2)c1	-2.1%	-5.9%	2.5%	4.2%	0.0%	-0.7%	5.4%	-0.8%	2.2%
N#Cc1cnn2cc(CCN3CCOCC3)c(-c3ccc(F)cc3)nc12	10.5%	-4.4%	-0.6%	12.8%	-0.8%	-8.5%	-1.3%	-1.1%	2.0%
CCOC(=O)c1ccc(N2C(=O)C(CC(=O)NC)N(CCc3ccc(OC)c(OC)c3)C2=S)cc1 (stereo not drawn)	-3.8%	0.0%	7.5%	-1.7%	-6.1%	-5.9%	2.0%	0.3%	-0.4%
O=C(CCCc1ccccc1)N1CCN(c2ccc([N+](=O)[O-])cc2)CC1	-7.0%	-2.7%	12.9%	7.7%	-0.7%	-2.6%	8.2%	-3.3%	-1.2%
c1ccc2c(c1)OCC(c1nn3cnnc3s1)O2 (stereo not drawn)	-4.4%	-8.8%	2.1%	7.8%	0.0%	-1.1%	-5.5%	0.7%	-0.6%	NS5 inhibitors pilot replicate=-0.6
COc1ccc(Cl)cc1NC(=O)C/C(C)=N/NC(=O)CC#N	6.5%	-3.3%	0.4%	5.6%	-2.4%	0.7%	11.5%	2.3%	-0.5%
C[C@@H](C(=O)N[C@@H](Cc1ccccc1)C(=O)O)n1nnc2ccccc2c1=O	6.3%	.	-1.3%	1.3%	3.2%	-0.6%	7.6%	1.6%	0.3%
COc1ccc(N=C2C(=O)N3c4c(cccc42)C(C)=CC3(C)C)cc1	-9.1%	-6.4%	5.6%	13.7%	-4.4%	4.2%	4.7%	-1.7%	2.6%
CCCOc1ccccc1NC(=O)c1ccc(N)cc1	3.6%	0.0%	1.6%	5.7%	0.8%	-1.7%	17.1%	-0.3%	-5.4%
CCCCOc1ccc(C(=O)NNC(=O)C2C3C=CC(C3)C2C(=O)O)cc1 (stereo not drawn)	4.6%	.	3.2%	-6.5%	2.6%	-4.4%	27.9%	1.0%	5.9%
CCN(Cc1ccccc1)C(=O)CC1Oc2ccccc2NC1=O (stereo not drawn)	1.5%	-2.5%	-0.3%	-7.5%	-3.0%	-4.1%	3.8%	-0.4%	-4.1%
O=C(NCCc1ccccc1)C1CCC(=O)N(Cc2cccc(C(F)(F)F)c2)C1 (stereo not drawn)	2.0%	.	0.1%	9.8%	-3.2%	-9.3%	7.5%	-1.7%	0.5%
Cc1ccc(OCCC(=O)Nc2ccc(C)c(F)c2)cc1	6.3%	-8.9%	5.6%	-1.7%	-5.5%	-4.0%	-6.2%	-1.6%	-5.1%
Cn1c(-c2ccc(C=O)s2)nc2ccccc21	38.7%	-6.7%	1.6%	11.8%	7.5%	-9.8%	9.4%	1.6%	2.0%
CCN(C(=O)C1CCN(c2nc(-c3ccc(OC)cc3)no2)CC1)c1ccccc1	24.7%	.	7.6%	4.4%	-2.1%	-7.3%	3.2%	0.6%	3.0%
(cont.)
SMILES	AID2073	XIAP displacement	RSV antiviral HEp-2	MgcRacGAP inhibition	NS5 inhibitors	LYP phosphatase	SV40 large T antigen	HIV fusion peptide	SIAH1 antagonists	others
COc1ccc(-n2cnnc2SCC(=O)N(C)C2CCS(=O)(=O)C2)cc1 (stereo not drawn)	-7.5%	-3.2%	2.0%	9.1%	-2.0%	-9.1%	7.7%	1.5%	1.3%
Cc1ccc(S(=O)(=O)N/N=C\c2cc3c(cc2Br)OCO3)cc1	-4.4%	-3.4%	1.6%	8.2%	-2.9%	-9.3%	13.9%	-1.8%	-5.9%
Cc1ccsc1C(=O)OCC(=O)Nc1sccc1C(N)=O	-2.8%	0.4%	5.9%	6.4%	-6.3%	0.7%	-1.8%	0.4%	5.1%
CN(C)c1cc(-c2ccccc2)nc(-c2ccccc2)n1	8.4%	.	1.3%	3.1%	2.7%	-5.1%	6.4%	-1.5%	3.9%
CC1CCc2nn(CC(=O)NCc3ccco3)cc2C1 (stereo not drawn)	10.0%	-5.5%	2.2%	5.2%	-2.2%	-10.1%	1.6%	0.0%	3.5%
N/C(=N/S(=O)(=O)c1ccccc1)c1cccc([N+](=O)[O-])c1	1.5%	-4.6%	5.1%	7.2%	0.8%	-11.1%	8.2%	-0.2%	2.0%
CCOC(=O)c1sc2ncnc(N3CCN(C)CC3)c2c1C	2.0%	-8.9%	1.0%	10.0%	-3.6%	-9.6%	0.3%	0.3%	3.1%
Cc1ccc(OC(C)C(=O)N(C)Cc2ccccc2)c([N+](=O)[O-])n1 (stereo not drawn)	-1.2%	.	1.0%	9.0%	2.6%	-2.0%	4.9%	-0.4%	3.9%
CS(=O)(=O)N(CC(=O)NCCSCc1ccccc1)c1ccc2c(c1)OCO2	-6.9%	-1.8%	-1.5%	8.4%	1.5%	-3.3%	-9.9%	-2.2%	-4.2%
Cc1ccc(C(=O)OCC(=O)Nc2c(C)n(C)n(-c3ccccc3)c2=O)cc1[N+](=O)[O-]	-8.7%	-0.3%	0.5%	4.6%	.	-3.1%	0.9%	-2.1%	6.5%
CCOc1ccc(C2N(c3cc(Cl)ccc3OC)C(=O)C3CCCN32)cc1OC (stereo not drawn)	-8.4%	-3.5%	3.4%	2.0%	-41.4%	-2.8%	-2.4%	0.7%	-1.2%
O=C(NCc1nnc2c(C(F)(F)F)cc(Cl)cn12)c1cccs1	-1.2%	.	0.9%	2.8%	-6.2%	-4.7%	6.6%	-0.5%	4.0%
Nc1nc(-c2ccco2)nn1S(=O)(=O)c1ccc(Cl)cc1	-11.0%	-2.1%	2.6%	13.7%	-2.3%	-5.4%	5.7%	-0.9%	4.6%
CCn1c(COc2ccccc2C)nnc1SCC(=O)CC(=O)Nc1ccccc1OC	10.7%	0.4%	8.6%	3.9%	6.3%	11.0%	13.4%	4.7%	5.8%
COc1cc(NC(=O)c2onc(C)c2Cl)c(OC)cc1Cl	14.0%	-2.8%	1.1%	5.5%	2.8%	-2.5%	2.6%	-1.0%	10.4%
CCOC(=O)C1CCCN(C(=O)c2cccc(S(=O)(=O)N(C)c3c(C)n(C)n(-c4ccccc4)c3=O)c2)C1 (stereo not drawn)	5.6%	.	2.5%	0.1%	12.5%	-16.8%	6.6%	1.3%	0.1%
O=C1C2CCCN2C(=O)N1CCN1CCN(CCO)CC1 (stereo not drawn)	2.9%	-0.9%	0.5%	5.2%	0.0%	-6.4%	4.1%	-0.6%	0.1%
Cc1nn(C)cc1C(C)NC(=O)c1cc(COc2ccc(F)c(F)c2)on1 (stereo not drawn)	7.1%	.	2.6%	2.7%	-14.5%	-2.8%	.	-0.6%	-5.4%
Cc1cc(NC(=O)CN2C(=O)NC(CCc3ccccc3)C2=O)no1 (stereo not drawn)	22.2%	0.5%	0.3%	5.3%	-8.6%	-3.7%	12.7%	1.3%	4.5%
COCCN(Cc1ccccc1)C(=O)C1CCN(S(=O)(=O)c2ccc(OC)c(OC)c2)CC1	.	.	-0.9%	13.0%	-7.4%	.	1.8%	.	.
Cc1cc2nnc(SC3CCOC3=O)n2c2ccccc12 (stereo not drawn)	0.2%	-2.4%	-0.2%	14.3%	-5.2%	-6.9%	8.5%	-1.6%	4.0%
CCn1c(SCC(=O)Nc2nccs2)nnc1-c1ccncc1	16.2%	-3.6%	0.9%	-2.7%	5.6%	-6.7%	3.8%	25.5%	1.9%
COc1cccc(-c2ccc(NC(=O)C3CCCN(Cc4cnc(N(C)C)s4)C3)cc2)c1 (stereo not drawn)	-13.0%	.	5.0%	12.2%	-8.8%	-3.2%	9.7%	0.2%	-0.3%
CC(C)CCNC(=O)C1CCCCN1S(=O)(=O)c1ccc(F)cc1 (stereo not drawn)	9.5%	-14.1%	1.4%	8.9%	-2.1%	1.9%	11.1%	1.0%	3.9%
CCn1c(N2CCN(S(=O)(=O)c3ccc(F)cc3)CC2)nc2ccccc21	5.0%	-3.3%	-0.3%	5.9%	-5.9%	0.6%	13.0%	-0.6%	3.0%
FC(F)Oc1ccc(-c2csc(=Nc3cccnc3)n2CC2CCCO2)cc1 (stereo not drawn)	-6.0%	-2.6%	0.6%	4.7%	-9.4%	-3.6%	-9.6%	-2.8%	0.8%
CCOc1ccccc1C(=O)Nc1cc(=O)n(C)c(=O)n1C	-0.7%	.	2.9%	2.2%	1.4%	-6.9%	.	1.5%	-2.1%

6 structures from above, sorted by count of non-hydrogen atoms, high to low:
SMILES	AID2073	XIAP displacement	RSV antiviral HEp-2	MgcRacGAP inhibition	NS5 inhibitors	LYP phosphatase	SV40 large T antigen	HIV fusion peptide	SIAH1 antagonists	others
CCOC(=O)C1CCCN(C(=O)c2cccc(S(=O)(=O)N(C)c3c(C)n(C)n(-c4ccccc4)c3=O)c2)C1 (stereo not drawn)	5.6%	.	2.5%	0.1%	12.5%	-16.8%	6.6%	1.3%	0.1%
COCCN(Cc1ccccc1)C(=O)C1CCN(S(=O)(=O)c2ccc(OC)c(OC)c2)CC1	.	.	-0.9%	13.0%	-7.4%	.	1.8%	.	.
COc1cccc(-c2ccc(NC(=O)C3CCCN(Cc4cnc(N(C)C)s4)C3)cc2)c1 (stereo not drawn)	-13.0%	.	5.0%	12.2%	-8.8%	-3.2%	9.7%	0.2%	-0.3%
Cc1ccc(C(=O)OCC(=O)Nc2c(C)n(C)n(-c3ccccc3)c2=O)cc1[N+](=O)[O-]	-8.7%	-0.3%	0.5%	4.6%	.	-3.1%	0.9%	-2.1%	6.5%
CC(C)CCNC(=O)C1CCCCN1S(=O)(=O)c1ccc(F)cc1 (stereo not drawn)	9.5%	-14.1%	1.4%	8.9%	-2.1%	1.9%	11.1%	1.0%	3.9%
N/C(=N/S(=O)(=O)c1ccccc1)c1cccc([N+](=O)[O-])c1	1.5%	-4.6%	5.1%	7.2%	0.8%	-11.1%	8.2%	-0.2%	2.0%
